HSF-1 act: increases HSF-1 driven luciferase reporter signal | AID 504408 | actives 1.7% (n = 300,000) | activation, % at 9 µM | NIH3T3-HGL HSF-1 luciferase reporter, MG132, 8 h; 100% = twice DMSO control signal;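 active = mean replicate activation of at least 50% with a set share of replicates each reaching 50%; inconclusive = only one of those two conditions met; inactive = mean below 50% and too few replicates reaching it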;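 note: 0% = median of the neutral control wells and 100% = twice that signal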
Platelet DG rel: platelet dense granule release activity | human platelet-rich plasma, SFLLRN dense granule ATP release, luminescence | inhibition, %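 (compounds screened at 7.5 µM in platelet-rich plasma)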 | actives 0.22% (n = 300,000) | AID 1663;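 active = mean replicate score, as percent of positive control, at or above 50; inconclusive = mean below 50 but at least one replicate at or above 50; inactive = mean and every replicate below 50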
AI-2 QS modul: modulators of Vibrio harveyi AI-2 quorum sensing system; Vibrio harveyi JMH597 AI-2 luminescence/OD600 ratio, 9 h; stronger effect = lower value; strain lacks LuxN and CqsS sensors; 0 = neutral-control median; AID 2094; actives 0.4% (n = 300,000); activity change, % at 7.5 µM; in the data active = activity change below about -75%, passing the limit was not always enough; inconclusive = no clear call, values can overlap the other calls;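 note: luminescence divided by OD600 gain over 9 h not by final OD600 alone; inactives centre near 13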
HIF activator: HIF pathway transcriptional activation | actives 0.32% (n = 300,000) | U2OS HRE-luciferase reporter, luminescence; normalized: DMSO 0%, desferrioxamine 100% | activation, % at 7.5 µM (by protocol);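 active = mean activation of at least 10% of the iron chelator positive control signal, with at least half of replicates also reaching 10%; inconclusive = mean and replicate majority disagree about reaching 10%; inactive = mean and most replicates under 10%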
IEC-6 tox: counter-screen for KLF5 inhibitors: cytotoxicity in IEC-6 cells | IEC-6 cytotoxicity, luminescence viability | inhibition, % at 5 µM | actives 0.78% (n = 290,000) | AID 1825; in the data active = inhibition above about 22%;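 note: 0% = plate median of test compound wells and 100% = cytotoxic reference compound wells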
HSP90 refold inh: inhibitors of HSP90 luciferase refolding in rabbit reticulocyte lysate | actives 0.91% (n = 290,000) | inhibition, % at 5.6 µM | luciferase refolding luminescence, 3 h;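 active = inhibition above the screen-wide mean plus 3 SD, computed separately per campaign, cut at about 16% in these data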;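 note: 0% = DMSO wells and 100% = 60 µM geldanamycin wells; inhibitors lower the luminescence because luciferase stays unfolded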
HDAC3 inhib: blocks human histone deacetylase 3. O15379. recombinant HDAC3, fluorogenic peptide/trypsin coupled, fluorescence. inhibition, % at 8.3 µM. actives 0.15% (n = 320,000); in the data active = inhibition above about 26%, passing the limit was not always enough; inconclusive = no clear call, values can overlap the other calls
Target sequence (O15379 whole entry, looked up): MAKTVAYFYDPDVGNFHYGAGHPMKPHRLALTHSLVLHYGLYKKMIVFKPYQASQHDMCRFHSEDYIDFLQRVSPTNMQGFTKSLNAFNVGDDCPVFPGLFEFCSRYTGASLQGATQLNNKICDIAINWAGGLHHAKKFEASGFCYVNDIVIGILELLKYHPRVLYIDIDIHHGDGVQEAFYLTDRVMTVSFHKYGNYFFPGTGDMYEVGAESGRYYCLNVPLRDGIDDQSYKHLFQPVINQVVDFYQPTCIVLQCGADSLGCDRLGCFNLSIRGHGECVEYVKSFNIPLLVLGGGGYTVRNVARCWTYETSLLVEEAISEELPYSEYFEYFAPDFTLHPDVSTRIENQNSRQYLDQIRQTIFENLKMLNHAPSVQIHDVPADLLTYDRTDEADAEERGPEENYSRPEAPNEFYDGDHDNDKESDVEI
HSF1 inh: HSF1 inhibition. NIH3T3-HGL HSE-luciferase, MG132-induced, luminescence 8 h; stronger effect = lower value. AID 2098. activity change, negative = inhibition, % at 7.5 µM (by protocol). actives 0.77% (n = 300,000);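 active = more than half of replicate wells show activity change below -50%, luminescence cut by over half; inconclusive = some wells, but at most half, below -50%; inactive = no replicate well below -50%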;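 note: luciferase reports HSF-1 transcriptional activity via heat shock element; 0% = median of DMSO wells and -100% = zero luminescence signal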
aSyn UTR inh: 5' untranslated region of α-synuclein, MLPCN primary screen | alpha-synuclein 5'UTR reporter, inhibitor activity | inhibition, % (tested at 7.5 µM) | actives 0.82% (n = 300,000) | AID 1813; in the data active = inhibition above about 60%; inconclusive = no clear call, values can overlap the other calls;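 note: H4 neuroglioblastoma cells stably carrying SNCA 5'UTR luciferase fusion; 0% = DMSO wells and 100% = positive control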
KLF5 inhibitor: inhibitors of KLF5 expression; DLD-1 KLF5 promoter-luciferase reporter, luminescence; inhibition, % at 5 µM; actives 0.23% (n = 290,000); AID 1700;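 active = inhibition above a per-plate limit of that plate's mean compound inhibition plus 3 SD, cut at about 60% in these data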;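 note: 0% = DMSO wells and 100% = LY294002 at 200 µM; higher means less KLF5 promoter-driven luciferase light; inactives centre near -14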
Numbers without * were called inactive; ? = inconclusive; · = no result given.

SMILES	HSF-1 act	Platelet DG rel	AI-2 QS modul	HIF activator	IEC-6 tox	HSP90 refold inh	HDAC3 inhib	HSF1 inh	aSyn UTR inh	KLF5 inhibitor
Cc1noc(C)c1S(=O)(=O)N1CCC(C(=O)Nc2ccc(OC(F)(F)F)cc2)CC1	5	3	8	1.2	1	4	8	-4	29	4
COc1ccccc1C1(CC(=O)O)CCOC(C(C)C)C1 (stereo not drawn)	-5	-4	10	-0.4	-2	-3	-7	-3	0	3
CCC(=O)NNC(=S)NC(=O)c1ccc(C)cc1	16	0	-21	-0.3	-4	-4	4	4	-39	-55
CN(c1cccc2cccnc12)S(=O)(=O)c1ccccc1	19	-3	16	-21	2	-2	2	-1	9	-33
COc1cc(Cn2c(=O)oc3ccc(C)cc32)ccc1OC(C)C	5	-3	3	-0.3	-1	-1	7	-5	4	-26
O=C(CNC(=O)C1COc2ccccc2O1)N/N=C\c1ccc(Cl)cc1 (stereo not drawn)	12	-1	-27	-0.1	0	2	6	-1	12	-23
CCOC(=O)n1c(=O)n(C)c2ccc(Br)cc21	9	-2	21	0.6	2	0	3	-2	38	3
CCCC(C)NC(=O)Cn1c(=O)c2c(ncn2CCC(C)C)n(Cc2ccccc2)c1=O (stereo not drawn)	0	-16	36	-0.6	4	-2	-5	0	3	-19
CCOc1ccccc1NS(=O)(=O)c1cccc2nsnc12	-8	2	9	-0.6	3	7	-3	-3	3	-9
Clc1ccccc1CSc1nnc([C@@H]2CCCN2)o1	1	1	-12	0.1	5	1	-15	-3	-11	0
COc1cc(OC)cc(-c2nnc(SCC(=O)Nc3ccc(C(=O)O)cc3)s2)c1	13	-2	18	0.0	-6	-3	1	-5	-2	-38
CCOC(=O)N1CCN(CC(=O)Nc2c(C(=O)OC)[nH]c3ccccc23)CC1	-6	5	36	-0.4	-4	-1	5	12	21	-24
CCCc1[nH]nc2c1C(Cc1ccccc1)C(C#N)=C(N)O2 (stereo not drawn)	15	-1	26	-0.5	4	1	1	14	4	-15
C/C(=N\NC(=O)c1cc(-c2ccc(C)s2)[nH]n1)c1ccco1	7	6	8	1.6	-4	-2	-2	10	-168	-10
CCN(CC)S(=O)(=O)c1ccc(NC(=O)CSc2cccc[n+]2[O-])cc1	-14	1	24	1.0	-3	-2	-4	-5	6	0
O=C(CN(c1ccccc1)S(=O)(=O)c1ccccc1)N/N=C/c1ccco1	2	19	5	0.4	-2	-1	0	-6	22	-12
O=S(=O)(c1ccc(Br)s1)n1cccn1	-3	-8	-91*	0.0	3	0	-2	-7	5	-21
COc1ccccc1NCC(=O)N/N=C/c1cccnc1	-47	10	12	0.1	-2	1	18	-38	5	-29
CC(=O)Nc1ccc(S(=O)(=O)N2CCN(CCN3CCOCC3)CC2)cc1Cl	-1	-21	·	-0.9	1	1	-2	-1	22	-14
O=C(COC(=O)c1ccccn1)Nc1nc(-c2ccccc2)cs1	27	-6	-56	2.8	2	-2	2	11	-80	-52

Single values from the list:
COc1cc(OC)cc(-c2nnc(SCC(=O)Nc3ccc(C(=O)O)cc3)s2)c1 @ HDAC3 inhib = 1
O=C(CNC(=O)C1COc2ccccc2O1)N/N=C\c1ccc(Cl)cc1 (stereo not drawn) @ aSyn UTR inh = 12

The main list resumes; the 2 compounds before the break are reprinted first.
SMILES	HSF-1 act	Platelet DG rel	AI-2 QS modul	HIF activator	IEC-6 tox	HSP90 refold inh	HDAC3 inhib	HSF1 inh	aSyn UTR inh	KLF5 inhibitor
CC(=O)Nc1ccc(S(=O)(=O)N2CCN(CCN3CCOCC3)CC2)cc1Cl	-1	-21	·	-0.9	1	1	-2	-1	22	-14
O=C(COC(=O)c1ccccn1)Nc1nc(-c2ccccc2)cs1	27	-6	-56	2.8	2	-2	2	11	-80	-52
Cc1ccccc1NC(=O)CSc1nnc(-c2ccco2)n1N	38	-6	15	-33	·	·	0	15	4	·
O=C(C1=C(O)C(=O)N(CCCn2ccnc2)C1c1cccc(Br)c1)c1ccco1 (stereo not drawn)	8	-4	9	0.6	-7	-1	0	0	-7	-14
COc1ccc(/C=N/Nc2c(Cl)cc(Cl)cc2Cl)cc1CN1CCOCC1	22	-9	42	-0.1	8	2	?	-4	3	-6
COC(=O)c1ccc(Oc2c(C(F)(F)F)oc3c(CN4CCN(C)CC4)c(O)ccc3c2=O)cc1	3	5	-6	-0.2	-6	3	-5	6	-2	-5
Cc1ccc(Cl)c(OCCCCN(C)Cc2ccccc2)c1	2	-1	20	-0.4	0	0	1	-9	-36	-15
CN(C[C@H](Cc1ccccc1)N(C[C@H](CC1CCCCC1)N(CCc1ccccc1)N=O)N=O)N=O	10	8	21	0.1	0	7	0	3	20	-13
CCC1CCc2c(sc(NC(=O)c3ccco3)c2C(N)=O)C1 (stereo not drawn)	45	1	30	-0.1	4	1	5	36	-246	-94
Cc1c(C(=O)N2CCN(c3ccc(C(F)(F)F)cn3)CC2)oc2ccccc12	-13	-6	12	-0.3	0	-2	10	-1	11	17
CC(C)(C)Cc1nnc(NS(=O)(=O)c2ccccc2)s1	7	10	14	0.3	1	-1	-11	6	-13	-21
C(=N\c1nc2ccccc2n1CCN1CCOCC1)/c1cccs1	-5	3	11	0.3	6	2	5	-8	16	4
COc1ccc2oc(C(=O)NCc3cc(OC)c(OC)cc3OC)c(C)c2c1	-19	22	6	0.1	9	8	-1	5	-23	-22
COc1c(Cl)cc(Cl)cc1CNCCNCCO	-3	8	24	-0.3	6	0	5	-2	-24	-19
CCc1nnc(N/N=C/c2c(Cl)cccc2Cl)n1N	?	-3	-1	0.9	62*	57*	-7	24	4	-13
COc1ccc(C(=O)Nc2ccc(Nc3ccccc3)cc2)cc1OC	9	-2	9	-9.6	-3	-1	-4	3	-40	-53
O=C(CSc1ccc(Cl)cc1)c1ccco1	-7	17	23	1.0	-3	2	5	6	18	-22
CCCn1nc(NS(=O)(=O)c2cccc3nonc23)c2cc3cccc(C)c3nc21	-7	2	5	-0.5	-2	0	12	-3	7	-15
CCCN1CCC(=O)N([C@H](CN=[N+]=[N-])Cc2ccccc2)CC1	-10	4	14	0.3	-2	0	0	-5	-7	-14
Cc1ccc(C(=O)CC2(O)C(=O)N(C)c3ccccc32)o1 (stereo not drawn)	-9	27	17	-0.3	8	1	10	-2	3	-6
Cc1ccc(-n2c(-c3ccccc3)cc(/C=N/NC(=O)CC#N)c2-c2ccccc2)cc1	-12	3	15	-0.7	-5	-2	-5	4	-6	-14
COCc1cc(=O)[nH]c(/N=C(\N)Nc2ccccc2C)n1	-2	1	27	0.0	9	3	-14	-10	6	0
Cn1ccnc1SCC(=O)Nc1ccc([N+](=O)[O-])cn1	-14	-7	15	-0.8	-5	-2	·	-2	-22	-22
CCN(CC)S(=O)(=O)c1ccc(-c2nnc(SCC(=O)N3c4ccccc4CC3C)n2CC)cc1 (stereo not drawn)	18	4	-3	-0.7	1	0	10	5	28	-14
CSc1nnnn1-c1c(C)cccc1C	-13	0	17	-0.2	4	0	-3	-8	-19	-20
O=C(CSc1nc2ccccc2s1)NC1CCCc2ccccc21 (stereo not drawn)	3	0	16	-0.1	-4	5	-3	2	-39	-32
Cc1ccc(-n2c(-c3ccncc3)n[nH]c2=S)cc1	-5	-1	-2	-0.5	-2	0	14	-6	3	-4
COc1ccc(NC(=O)/C(C#N)=C/c2ccc(-c3ccccc3C(=O)O)o2)cc1	25	-2	12	0.7	-4	2	0	4	-9	-13
Cc1ccc(C)c(S(=O)(=O)N2CCN(CC(=O)Nc3ccc4c(c3)OCCO4)CC2)c1	-4	0	18	0.6	-1	-1	-1	-9	-1	-38
CO/N=C(\CCC(=O)O)c1cccs1	2	2	0	-0.1	-13	-2	-9	-4	10	4
Cc1cc(Cl)ccc1OCCCC(=O)NO	-13	5	19	3.1	-1	-1	77*	-13	-37	-15
CC(=O)c1cc(C#N)c(SCC(=O)Nc2nccs2)nc1C	?	0	29	2.6	8	5	0	27	-110	-77
O=C(c1ccco1)N1CCN(S(=O)(=O)c2ccc(Oc3ccccc3)cc2)CC1	-1	0	14	0.2	9	4	-2	-4	4	-39
CC1=NN(c2ccc(C)cc2C)C(=O)C1C(c1cccc(O)c1)C1C(=O)N(c2ccc(C)cc2C)N=C1C (stereo not drawn)	-7	0	22	0.1	-5	12	4	-5	-6	-31
Cc1ccc(NC(=O)Nc2nnc(Cc3ccc([N+](=O)[O-])cc3)s2)cc1	27	-11	-6	4.7	-5	-1	10	9	-43	-21
COc1ccc(C)cc1NC(=O)CN(C)S(=O)(=O)c1cccs1	2	5	2	0.1	0	0	-6	-9	20	28
CCOC(=O)N1CCN(c2nc(C)cc(C(F)(F)F)n2)CC1	9	2	25	0.2	0	8	1	-2	-7	1
O=C(NC(Cc1ccccc1)C(=O)O)/C(=C/c1ccccc1)NC(=O)c1ccco1 (stereo not drawn)	-11	1	·	-2.2	3	1	0	-9	-7	-37
CN1CCN(S(=O)(=O)c2ccc(NC(=O)c3ccc(F)cc3)cc2)CC1	5	1	12	0.0	6	1	-1	-6	0	2
CC(=O)c1c(C)[nH]c(C(=O)NCc2ccccc2)c1C	11	11	5	0.0	-3	-1	-1	-1	-22	8
COc1ccc(OC)c(NC(=O)COC(=O)Cc2ccc(Br)cc2)c1	34	-3	-47	-1.7	-2	6	2	5	14	-26
CCOc1ccc(CCNC(=O)COC(=O)CCc2cc(OC)c(OC)c(OC)c2)cc1OCC	-19	-3	3	-0.1	·	·	-3	-2	6	·
CC(C)(C)OC(=O)COc1ccc(/C=N/NC(=O)CN2CCCCC2)cc1	4	3	1	-6.5	-2	6	·	8	-86	-137
CCOc1cc(C(=O)Nc2ccc(S(=O)(=O)N3CCCCC3)cc2)ccc1OCC(=O)N1CCOCC1	1	17	7	-0.6	·	·	?	1	3	·
C=CCNc1nc(N)c(C(=C(C#N)C#N)c2ccccc2)s1	43	-8	16	-0.1	5	3	-69	31	-3	-13
CCOc1ccccc1Nc1ccnc2cc(Cl)ccc12	11	0	31	-0.2	5	2	4	4	5	3
Cc1ccc(C(=O)N/C(=C\c2cn(C)c3ccccc23)C(=O)NCCN2CCOCC2)cc1	7	-8	14	-0.7	-1	-1	3	-1	6	-37
O=C(Nc1ccc(S(=O)(=O)Nc2cnc3ccccc3n2)cc1)c1ccc(Cl)c([N+](=O)[O-])c1	2	13	33	-0.2	-4	-3	4	2	-21	-20
C=CCSc1nc2ccccc2c(=O)n1C1CCOC(C)(C)C1 (stereo not drawn)	-43	3	29	-0.3	-2	0	1	-30	6	-16
COc1cccc(/C=N/N2CCN(Cc3ccccc3)CC2)c1O	10	5	-3	0.3	-2	0	7	0	-22	-36
O=C(O)c1ccc(-c2nc3ccccc3s2)o1	15	9	12	0.2	8	63*	-4	8	-26	-12
C=CCn1c2ccccc2c2nnc(SCCN3CCOCC3)nc21	-4	14	11	2.1	-2	-2	11	-7	17	-42
CCn1nc(C(=O)Nc2nc3ccccc3[nH]2)c2ccccc2c1=O	-14	1	13	0.0	-5	-5	6	-7	7	-30
CCN(CC(=O)Nc1cc(Cl)ccc1C)C(=O)c1cc([N+](=O)[O-])ccc1N1CCOCC1	7	-4	-2	-0.4	·	·	8	8	17	·
c1ccc2c(c1)nnn2-c1ncnc2sccc12	23	-15	-3	1.5	1	-3	1	7	-147	-7

Screens from PubChem.

The order is random. Share with any hit: about 5%.
